High-throughput results (PubChem BioAssay)
esBAF inh – blocks esBAF chromatin remodeling in mouse ES cells; Bmi1-luciferase knock-in reporter, 24 h; 100% = twice the neutral-well signal; reporter increase, % at 12.5 µM; hit rate 2% among 350,000; AID 602393; in the data active = activation above about 40%; inconclusive = no clear call, values can overlap the other calls;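 also: 0% = median of the plate's neutral control wells and 100% = double that signal; a rise in the Bmi1 reporter signal indicates esBAF inhibition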
RAD54 inh – inhibitors of human RAD54 branch migration. Q92698. RAD54 Holliday junction branch migration, FAM/BHQ fluorescence. inhibition, % at 10.4 µM. hit rate 0.14% among 360,000. AID 602329;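 active = mean normalized replicate activity at least 40 and at least half of replicates scoring 40 or more; inconclusive = only one of the two criteria met; inactive = mean below 40 and under half of replicates reaching 40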;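 also: 0% = median of neutral control wells and 100% = median of positive control wells; inhibitors cause a drop in the FAM fluorescence signal; in these data hits start at about 50%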
Target sequence (Q92698 whole entry, looked up): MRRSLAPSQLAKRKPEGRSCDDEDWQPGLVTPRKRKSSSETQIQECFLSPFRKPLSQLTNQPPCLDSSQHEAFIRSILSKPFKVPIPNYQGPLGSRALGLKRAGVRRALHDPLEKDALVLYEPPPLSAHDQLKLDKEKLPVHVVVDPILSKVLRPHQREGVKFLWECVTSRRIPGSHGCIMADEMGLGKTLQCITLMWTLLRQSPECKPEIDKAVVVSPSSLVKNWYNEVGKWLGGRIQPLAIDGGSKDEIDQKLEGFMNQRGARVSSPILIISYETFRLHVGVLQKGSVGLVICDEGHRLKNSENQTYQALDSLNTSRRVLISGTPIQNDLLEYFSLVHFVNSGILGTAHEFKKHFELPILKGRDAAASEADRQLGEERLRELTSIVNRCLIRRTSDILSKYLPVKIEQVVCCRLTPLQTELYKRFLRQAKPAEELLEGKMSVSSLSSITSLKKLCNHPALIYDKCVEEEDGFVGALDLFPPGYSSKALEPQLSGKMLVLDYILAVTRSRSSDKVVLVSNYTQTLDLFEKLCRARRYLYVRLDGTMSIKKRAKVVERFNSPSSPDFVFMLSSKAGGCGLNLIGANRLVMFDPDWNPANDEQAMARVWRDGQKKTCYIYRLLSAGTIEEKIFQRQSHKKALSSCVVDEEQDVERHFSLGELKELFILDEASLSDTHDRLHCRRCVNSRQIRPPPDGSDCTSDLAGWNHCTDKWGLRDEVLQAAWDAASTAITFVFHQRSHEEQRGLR
* marks the source's active call; other numbers are inactive results; ? = inconclusive. An excerpt (hit frequency here may not be typical).

SMILES | esBAF inh | RAD54 inh
CCN(CC)c1ccc(C2CC(=O)Nc3cc(OC)c(OC)cc32)cc1 (centres undefined) | 7 | 10
COc1ccc2nc(N3CCCCC3)c(C#N)cc2c1 | ? | 5
Cc1csc(SCC(=O)Nc2ccc(S(=O)(=O)N3CCCC3)cc2)n1 | 0 | -8
CCOC(=O)c1ccc(Oc2nc(N(C)C)nc(N(C)C)n2)cc1 | 1 | 2
Cc1cc(C)n(-c2ccc(C(=O)OCC(=O)c3c(N)n(C)c(=O)n(C)c3=O)cc2)n1 | -8 | -7
CC(C)(C)NS(=O)(=O)c1ccc(N2C(=O)c3ccccc3C2=O)cc1 | -9 | -2
COc1ccc2nc(SCC(=O)O)nc(C)c2c1 | 0 | 5
COc1cccc(CNC(=O)C2CCN(S(=O)(=O)c3ccccc3)CC2)c1 | -4 | 0
CCc1ccccc1NC(=O)c1cccs1 | -2 | -6
COC(=O)Cc1c(C)c2ccc(OCC(=O)NCc3ccc4c(c3)OCO4)cc2oc1=O | 4 | -2
O=S(=O)(NCC1CCCO1)c1cccc(S(=O)(=O)N2CCCC2)c1 (centres undefined) | 0 | 0
COCC(C)NCc1ccc(C)cc1C (centres undefined) | 0 | -13
CCCc1cc(C(=O)OC)c(NC(=O)c2cc(C)on2)s1 | 0 | -6
COCCNC(=O)C(c1ccc(C)o1)N(C(=O)c1snc(C(N)=O)c1N)c1cc(C)cc(C)c1 (centres undefined) | -2 | -15
CCOC(=O)CC(=O)CSc1nc2ccccc2c(=O)n1-c1ccc(C(=O)N2CCOCC2)cc1 | 8 | 10
CC1=C(OC(=O)c2ccc(Br)cc2)C(C)(C)C(c2ccccc2)OC1=O (centres undefined) | -6 | -14
COc1ccc2cc(CN(C(=O)Nc3ccccc3)C3CCCC3)c(=O)[nH]c2c1 | 1 | -10
O=C1N(Cc2ccc(F)cc2Cl)c2ccccc2C12OCCCO2 | -3 | -6
S=C(Nc1ccccn1)c1ccccn1 | 5 | -1
CCOC(=O)c1cc(CC)sc1NC(=O)c1ccc2c(c1)OCCO2 | 0 | -16
Cc1cc(C(=O)CN2C(=O)NC(C)(c3cccc(Br)c3)C2=O)c(C)n1Cc1ccco1 (centres undefined) | 4 | 1
CCOc1[nH]c(/N=C/c2ccco2)c(C#N)c1C#N | -12 | -30
NC(=O)NC(CC(=O)OCC(=O)NC(=O)NCc1ccco1)c1ccc(Cl)cc1 (centres undefined) | 5 | -4
Cc1cccc(C2NS(=O)(=O)N=C2N)c1 (centres undefined) | -9 | 0
COC(=O)CSc1cc(C(F)(F)F)nc(-c2ccccn2)n1 | -7 | 1
O=S(Cc1ccc(Br)cc1)Cc1nnc(SCc2ccc(Cl)cc2)n1-c1ccccc1 (centres undefined) | 0 | -1
COc1ccc(CCN2C(=O)c3[nH]nc(-c4ccccc4O)c3C2c2ccccc2)cc1OC (centres undefined) | -2 | 2
CCC(=O)Nc1cccc(NC(=O)CN2CCN(c3ccccc3OC)CC2)c1 | 7 | 8
O=S(=O)(Nc1ccc(-c2cn3ccsc3n2)cc1)c1ccc2c(c1)OCCO2 | 8 | -2
COCCn1nnnc1C(c1ccc(OC)cc1)N1CCC(C)CC1 (centres undefined) | -1 | -9
CCn1nnnc1SCC(=O)NCc1cccs1 | -6 | -2
CCOC(=O)c1ccc(NC(=O)N2CCc3ccccc32)cc1 | 68* | -4
COc1ccc(N(CC(=O)N2CCN(Cc3ccc4c(c3)OCO4)CC2)S(C)(=O)=O)cc1OC | -14 | -1
CCOC(=O)c1cnc2nc(C)[nH]n2c1=O | -8 | -1
O=C(O)C1=C(C(=O)N2CCN(C(=O)c3ccco3)CC2)CCCC1 | -8 | 16
c1ccc(-n2nc3c(ccc4cnnc43)[nH]2)cc1 | 17 | -2
CCOc1ccccc1C1NC(=O)NC(C)=C1C(=O)OC1CCCC1C (centres undefined) | 0 | 3
COc1ccc(NC(=O)c2ccco2)cc1NC(=O)c1cc2ccccc2o1 | 2 | -16
COc1ccccc1NC(=O)Oc1ccc(NC(=O)c2ccco2)cc1 | -3 | -4
Cc1ccc(-n2ncc3c(=O)n(CC#N)cnc32)cc1C | 16 | -11

A different layout for some results above:
The line under a structure holds: esBAF inh	RAD54 inh
> COC(=O)CSc1cc(C(F)(F)F)nc(-c2ccccn2)n1
    -7	1
> O=S(Cc1ccc(Br)cc1)Cc1nnc(SCc2ccc(Cl)cc2)n1-c1ccccc1 (centres undefined)
    0	-1
> COc1ccc(CCN2C(=O)c3[nH]nc(-c4ccccc4O)c3C2c2ccccc2)cc1OC (centres undefined)
    -2	2
> CCC(=O)Nc1cccc(NC(=O)CN2CCN(c3ccccc3OC)CC2)c1
    7	8
> O=S(=O)(Nc1ccc(-c2cn3ccsc3n2)cc1)c1ccc2c(c1)OCCO2
    8	-2
> COCCn1nnnc1C(c1ccc(OC)cc1)N1CCC(C)CC1 (centres undefined)
    -1	-9
> CCn1nnnc1SCC(=O)NCc1cccs1
    -6	-2
> CCOC(=O)c1ccc(NC(=O)N2CCc3ccccc32)cc1
    68*	-4
> COc1ccc(N(CC(=O)N2CCN(Cc3ccc4c(c3)OCO4)CC2)S(C)(=O)=O)cc1OC
    -14	-1
> CCOC(=O)c1cnc2nc(C)[nH]n2c1=O
    -8	-1
> O=C(O)C1=C(C(=O)N2CCN(C(=O)c3ccco3)CC2)CCCC1
    -8	16
> c1ccc(-n2nc3c(ccc4cnnc43)[nH]2)cc1
    17	-2
> CCOc1ccccc1C1NC(=O)NC(C)=C1C(=O)OC1CCCC1C (centres undefined)
    0	3
> COc1ccc(NC(=O)c2ccco2)cc1NC(=O)c1cc2ccccc2o1
    2	-16
> COc1ccccc1NC(=O)Oc1ccc(NC(=O)c2ccco2)cc1
    -3	-4
> Cc1ccc(-n2ncc3c(=O)n(CC#N)cnc32)cc1C
    16	-11

Additional records
SMILES | esBAF inh | RAD54 inh
Cc1cc(C)c(C#N)c(SCc2[nH]nc3c2C(c2ccc(F)cc2)C(C#N)=C(N)O3)n1 (centres undefined) | 3 | 2
CCOC(=O)c1nnn(-c2nonc2N)c1CN1CCCCCC1 | -4 | 9
O=C(Nc1ccc(O)c(C(=O)O)c1)c1ccc2c(c1)C(=O)N(CC1CCCO1)C2=O (centres undefined) | -6 | -8
CCOc1cc(-c2cc(-c3ccc(C)o3)nc(N)c2C#N)ccc1O | 4 | -11
COc1ccc(NC(=O)C2=C(C)C(=O)OC23CCC(C)CC3)cc1Cl (centres undefined) | 2 | -1
CCOc1ccc(C(=O)Nc2cc(OC)ccc2OC)cc1 | 6 | -1
CNC(=S)Nc1cccc2[nH]ncc12 | -5 | -9
CCOc1ccccc1N1CC(C(=O)NCCc2ccc(S(N)(=O)=O)cc2)CC1=O (centres undefined) | -4 | 4
COc1cc(C(=O)N(CCc2ccccc2)C2=CC3CCC(C2)N3C)cc(OC)c1OC (centres undefined) | 0 | 0
COC(=O)c1cnn(-c2nc3c(C)cccc3s2)c1C | 15 | 0
Cc1ccc2[nH]c(=O)c(CN(CCO)Cc3nnnn3CCc3ccccc3)cc2c1 | -4 | -2
CN1CCCC(C(=O)C(C#N)c2ccccc2)C1 (centres undefined) | 1 | -5
Cc1ccc2oc(-c3ccccc3)c(C(=O)O)c(=O)c2c1 | -2 | 0
CC(Oc1ccc(Cl)cc1Cl)c1nc(-c2ccc(NC(=O)c3cccnc3)cc2)no1 (centres undefined) | 11 | -4
O=C(NCc1cccnc1)C(C(=O)c1ccc(F)cc1)n1ccccc1=O (centres undefined) | 1 | -4
Cc1ccc2cc(CNC(C)C)c(=O)[nH]c2c1 | -7 | -1
CCOc1cc2[nH]c(=S)n(CC3CCCO3)c(=O)c2cc1OCC (centres undefined) | 3 | -3
Cn1nnc2cc(C(=O)N3CCN(c4ccccc4)CC3)ccc21 | 7 | -16
Cc1cccc(S(=O)(=O)N2CC[C@@H]3[C@H](CO)N(C)c4ccc(C#Cc5ccc(F)cc5)cc4[C@@H]32)c1 | 10 | 13
Cn1c(Cn2c(=O)sc3ccccc32)nnc1SCC(=O)NC1CCCCC1 | -7 | 4
c1ccc(CNC2=NCCC2)nc1 | 2 | -8
CN(c1ccccc1)c1nc(N2CCCC2)nc(-n2ccnc2)n1 | -3 | -9
COC(=O)c1c(NC(=O)CSc2nnnn2-c2ccccc2)sc2c1CCC(C(C)(C)C)C2 (centres undefined) | -4 | 7
COc1cc(CC(=O)Nc2ccc(S(=O)(=O)Nc3ncccn3)cc2)cc(OC)c1OC | -5 | 6
O=C(COC(=O)CCC(=O)c1cccs1)Nc1cccc(S(=O)(=O)N2CCOCC2)c1 | -5 | -1
Cc1ccc(Cl)cc1N1CCN(C(=O)CN2C(=O)c3cccc4cccc2c34)CC1 | 5 | 2
Cc1cc(N2CCN(S(=O)(=O)c3ccc(Cl)cc3)CC2)c2ccccc2n1 | -17 | 9
COc1ccc(-c2c3c(nc4sc(C(=O)Nc5ccccc5)c(N)c24)CCC3)cc1 | 53* | 2
COc1ccc(CC(=O)NCCc2ccc(S(N)(=O)=O)cc2)cc1 | -7 | -3
NC(=S)N/N=C/c1ccc(-c2ccc(Cl)c(Cl)c2)o1 | 23 | 1
O=C(CC(C(=O)N1CCc2ccccc21)n1ccnc1)NCC1CCCO1 (centres undefined) | 4 | -3
COc1ccc(NC(=O)c2ccc(NS(=O)(=O)c3c(C)noc3C)cc2)cc1OC | -8 | -5
COC(=O)c1ccc2c(=O)n(CCN3CCOCC3)c(SCC(=O)C(C)(C)C)nc2c1 | -1 | 0
CCOc1ccc(Nc2oc(-c3ccco3)nc2C#N)cc1 | 25 | 7
C=CCn1c(NC(=O)c2ccc(Br)o2)c(S(=O)(=O)c2ccccc2)c2nc3ccccc3nc21 | -1 | -10
O=C(Nc1ccc2c(c1)OCO2)Oc1ccccc1 | 10 | -6
COc1ccc2[nH]c(=O)c(-c3nnn(-c4ccc(Cl)nc4)n3)cc2c1 | 4 | -21
O=C1C2C3C=CC(C3)C2C(=O)N1c1ccc2ccccc2n1 (centres undefined) | -2 | 1
COc1cc(OC)cc(N(C(=O)c2ccco2)C(C(=O)NC2CCCC2)c2ccc(N(C)C)cc2)c1 (centres undefined) | 3 | 0
CC(C)NC(=O)c1cnc(N2CCN(c3ccccn3)CC2)c2ccccc12 | 3 | 1
COC(=O)[C@H](Cc1ccccc1)NC(=O)Nc1ccc(S(N)(=O)=O)cc1 | 2 | 3
CCSC(=O)N(CC)CC(=O)Nc1c(CC)cccc1CC | -4 | 1
CCCCOc1ccc(-c2nc(SCC(N)=O)n[nH]2)cc1 | 29 | 3
CCc1n[nH]c(=O)n1Cn1c(CC)n[nH]c1=O | -8 | 1
Cc1ccc(-n2c(Cc3ccccc3)n[nH]c2=S)cc1 | -5 | -11
COc1ccc2c(c1OC)c(=O)n1c3ccc(OC(C)C(=O)NCCCN4CCOCC4)cc3c3ccnc2c31 (centres undefined) | -4 | 73*
O=C(NC1C(=O)NNC1c1ccccc1)c1ccc(F)cc1 (centres undefined) | 19 | 8
CCOc1ccc(C(Nc2ccc(C)cc2)P2(=O)OCCCO2)cc1 (centres undefined) | 5 | -1
CCN(CC)c1ccc(C(=O)OCC(=O)NCC2CCCO2)cc1 (centres undefined) | 6 | 0
O=C(c1ccco1)N1CCN(c2cc(C(F)(F)F)nc3ncnn23)CC1 | -9 | -9
c1cc(CNc2ccc3c(c2)OCCO3)ccn1 | -22 | 2
CCN(c1ccccc1)S(=O)(=O)c1ccc(NC(=S)NC(=O)c2cccs2)cc1 | -2 | -3
Cc1ccc(-c2c3c(=O)n(C)c(=O)n(C)c3cn2Cc2ccccn2)cc1 | -3 | -7
CCOc1nc(NCCc2ccc(OC)c(OC)c2)nc(N2CCN(c3ccc(OC)cc3)CC2)n1 | 11 | 4
Cc1ccc(C)c(S(=O)(=O)NC(C)C(=O)Nc2ccc(-c3nc4ccccc4s3)cc2)c1 (centres undefined) | 52* | 6
O=C(NCc1ccccn1)C1CCN(Cc2cnn(-c3ccccc3)c2-n2cccc2)CC1 | 4 | 1

(continued)
SMILES | esBAF inh | RAD54 inh
CS(=O)(=O)N1CCN(c2ccccc2NC(=O)c2ccc3ccccc3c2)CC1 | 5 | -1
COCc1nc(-c2ccc(-c3ccccc3)nc2OC)no1 | 66* | -9
O=C(CCn1nnc2ccccc2c1=O)N[C@@H](Cc1ccccc1)C(=O)O | -3 | 3
c1ccc(C2=Nn3c(nnc3-c3ccncc3)SC2)cc1 | -15 | -4
COc1ccc(N2C(=O)CC(N3CCCC4CCCCC43)C2=O)cc1 (centres undefined) | -3 | 10
COc1ccc(/C=C/C(=O)c2ccc[nH]2)c(OC)c1OC | 47* | -4
C=CCn1c(C)cc(C(=O)COC(=O)C2CC(=O)N(Cc3ccccc3)C2)c1C (centres undefined) | 0 | -8
Cc1nnc(SCC(=O)Nc2sc3c(c2C#N)CCCC3)[nH]c1=O | -4 | -4
Clc1ccc(Cn2cc(/C=N/n3cnnc3)c3ccccc32)cc1 | -1 | -7
CC1=CC(C)(C)N2C(=O)C3(SCC(=O)N3c3ccc(F)cc3)c3cc(C)cc1c32 (centres undefined) | 5 | -6
COc1ccc(-c2c[n+]3c4n2CCCCC4=C(c2ccc(Br)cc2)C3)cc1 | -5 | 4
CCN(CC)CCNC(=O)c1ccc(Cl)c(S(=O)(=O)N2CCCCCC2)c1 | 12 | -24
Cc1cc(/C=N/n2cnnc2)c(C)n1-c1ccc(OCc2ccc(F)cc2)cc1 | 1 | -10
CCOC(=O)Cn1nc(-c2ccc(Cl)cc2)ccc1=O | 13 | -1
COC(=O)c1c(N=CN(C)C)c(C#N)c2n1CCCC2 | -5 | -7
Cc1cccc(NC(=S)NCC2CCCO2)c1 (centres undefined) | 7 | -4

A different layout for part of the listing above.
Values in the order – esBAF inh	RAD54 inh
> Cc1cc(/C=N/n2cnnc2)c(C)n1-c1ccc(OCc2ccc(F)cc2)cc1
    1	-10
> CC1=CC(C)(C)N2C(=O)C3(SCC(=O)N3c3ccc(F)cc3)c3cc(C)cc1c32 (centres undefined)
    5	-6
